Screens (PubChem BioAssay)
Pf growth 48h = inhibits P. falciparum growth in the first generation, 48 h; Potency, µM (series often up to 28.7 µM), for inactives: at the top dose activity change, negative = inhibition, most hits filed as inhibitors; P. falciparum luciferase growth in erythrocytes, 48 h; 5.9% of 310,000 active; AID 504832; note: potency is the fitted concentration of half-maximal effect; % is set by controls: 0 for no effect and ±100 for the full control effect
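Cell-based growth assay: transgenic P. falciparum expressing firefly luciferase, cultured in red cells within RPMI 1640 containing 0.5% w/v Albumax, 24 mM bicarbonate and gentamycin. A drop in luciferase activity indicates inhibition.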
LmPK inhibitor = blocks Leishmania mexicana pyruvate kinase activity; Q27686; purified LmPK, Kinase-Glo ATP luminescence, 1 h; Potency, µM (doses to about 57.5 µM), inactives show top-dose activity change, negative = inhibition, hits mostly inhibitors; 0.37% of 290,000 active; note: potency is the fitted concentration of half-maximal effect; % is set by controls: 0 for no effect and ±100 for the full control effect
Target sequence (Q27686 whole entry, looked up): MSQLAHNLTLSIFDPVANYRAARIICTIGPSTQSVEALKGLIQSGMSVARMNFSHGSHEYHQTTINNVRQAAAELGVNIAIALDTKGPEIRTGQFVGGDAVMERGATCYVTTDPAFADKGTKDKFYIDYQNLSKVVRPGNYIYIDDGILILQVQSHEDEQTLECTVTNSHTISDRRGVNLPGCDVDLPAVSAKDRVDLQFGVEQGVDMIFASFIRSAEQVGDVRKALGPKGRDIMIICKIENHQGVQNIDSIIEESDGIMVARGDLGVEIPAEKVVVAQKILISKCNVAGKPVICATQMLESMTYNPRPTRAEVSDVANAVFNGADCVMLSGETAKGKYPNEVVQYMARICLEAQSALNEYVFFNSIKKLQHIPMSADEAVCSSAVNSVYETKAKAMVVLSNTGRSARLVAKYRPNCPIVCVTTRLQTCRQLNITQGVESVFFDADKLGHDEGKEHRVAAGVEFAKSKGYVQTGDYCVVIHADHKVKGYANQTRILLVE
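Purified LmPK (0.1 nM) with 0.5 mM PEP and 0.1 mM ADP in imidazole buffer pH 7.2 with MgCl2/KCl, 1 h at room temperature. ATP formed was read by luciferase luminescence and normalized to no-enzyme and uninhibited controls.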
Pf growth 96h = P. falciparum growth inhibition at 96 hours. P. falciparum luciferase reporter growth, 96 h. 6.9% of 320,000 active. Potency, µM (highest dose often 28.7 µM), without a hit: at the highest dose activity change, negative = inhibition, actives largely listed as inhibitors; note: potency is the fitted concentration of half-maximal effect; % is set by controls: 0 for no effect and ±100 for the full control effect
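Infected RBCs, 2% Hct / 0.05% parasitemia final; luciferase-reporter P. falciparum; cpd 96 h, 37 C, 5% CO2; luciferase detection reagent; luminescence.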
Cycloheximide cs = counter-screen for Shiga toxin inhibitors: cycloheximide protein synthesis inhibition; AID 2314; max response, %; 12% of 300,000 active; cell reporter, cycloheximide protein synthesis inhibition counterscreen; in the data active = max response mostly above about 13%, no sharp cut-off; inactive = mostly below about 14%; note: read at 38.3 µM for the half of the compounds with a filed dose; 0% is about no effect
AmpC inh no detg = blocks E. coli AmpC beta-lactamase in detergent-free assay; P00811; AID 485341; Potency, µM (top dose mostly 57.1 µM), for inactives: at the top dose activity change, negative = inhibition, actives largely listed as inhibitors; AmpC nitrocefin hydrolysis, absorbance 480 nm, 0.0001% Triton; 0.52% of 330,000 active;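 note: potency is the fitted concentration of half-maximal effect; plate controls were no compound for no effect and no enzyme for full effect; nearly all actives have a fitted effect of over 20% in size; some results filed as inactive show a strong effect at the top dose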
Target sequence (P00811 whole entry, looked up): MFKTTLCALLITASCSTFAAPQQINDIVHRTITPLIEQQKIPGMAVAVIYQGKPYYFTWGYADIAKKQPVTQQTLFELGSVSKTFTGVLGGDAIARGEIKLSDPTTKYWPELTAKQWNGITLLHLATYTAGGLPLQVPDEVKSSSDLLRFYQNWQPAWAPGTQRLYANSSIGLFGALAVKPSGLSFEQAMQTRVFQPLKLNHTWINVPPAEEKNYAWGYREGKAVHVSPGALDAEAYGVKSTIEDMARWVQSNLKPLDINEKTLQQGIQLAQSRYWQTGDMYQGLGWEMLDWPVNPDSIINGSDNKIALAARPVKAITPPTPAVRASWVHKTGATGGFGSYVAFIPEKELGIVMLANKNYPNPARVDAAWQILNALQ
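20 mM phosphate pH 7.0 + 0.01% (detergent screen) or 0.0001% Triton X-100; 5.3 nM AmpC reagent; cpd preinc 15 min RT; nitrocefin (800 uM stock) to start; A480 q20 s × 4 min; Activity was normalised to no-enzyme and no-compound control wells.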
Shiga inhibitor = inhibitors of Shiga toxin in Vero cells; Vero cells, Shiga toxin protein synthesis inhibition reporter; inhibition, % at 38.7 µM; 9.2% of 290,000 active; AID 2315; in the data active = inhibition mostly above about 28%, no sharp cut-off; inactive = mostly below about 43%; note: 0% is about no effect
TbPYK inhibitor = blocks Trypanosoma brucei pyruvate kinase | TbPYK enzyme, Kinase-Glo Plus ATP luminescence, 45 min | Potency, µM (series often up to 76.8 µM), for the others: top-dose activity, negative = inhibition, most hits filed as inhibitors | 0.12% of 410,000 active | AID 624173; note: potency is the fitted concentration of half-maximal effect; % is set by controls: 0 for no effect and ±100 for the full control effect; nearly all actives have a fitted effect of over 50% in size
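Luminescent Kinase-Glo Plus end-point after 45 min room-temperature reaction of T. brucei pyruvate kinase started with 130 uM ADP (final). Buffer TEA 50 mM pH 7.2 with KCl, MgCl2, BSA, Tween-20; titration-based qHTS with fitted concentration-effect curves.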
Active calls of the source: *; ? = inconclusive; . = not tested or not shown; [ ] = dose if it differs, or a comment. Unless noted, calls come from the whole dose curve; as a rule, active = well fitted curve in the direction sought with a large enough effect; inconclusive = small, poorly fitted or top-dose-only effect, or another doubt; inactive = no such curve, though single readings can be large; an effect the other way counts as inactive or inconclusive.

SMILES	Pf growth 48h	LmPK inhibitor	Pf growth 96h	Cycloheximide cs	AmpC inh no detg	Shiga inhibitor	TbPYK inhibitor
Cc1ccc(-c2nnc(Nc3ccc(C(N)=O)cc3)c3ccccc23)cc1S(=O)(=O)NCC1CCCO1 (stereo not drawn)	8.3µM*	0%	?	-3	40%	2	3%
COc1ccc(NS(=O)(=O)c2ccc(NC(=O)C(CCSC)NC(N)=O)cc2)cc1 (stereo not drawn)	13%	0%	53%[activator]	-1	-51%	17	-3%
COc1ccc(C(=O)C23CN4CN(CN(C4)C2)C3)cc1	?	2%	21%	-4	-23%	-8	-3%
O=C(CSc1nccn1-c1ccccc1)c1ccc(Br)cc1	-2%	7%	30%	16*	-19%	39*	-12%
CCN(CC)S(=O)(=O)c1cc(NC(=O)C(C)N2CCN(Cc3ccc4c(c3)OCO4)CC2)ccc1C (stereo not drawn)	?	1%	?	-3	245%[activator]	2	2%
COc1ccc(/C=N/NC(=O)c2cccnc2)cc1	.	0%	-4%	31*	-8%	121*	9%
COC(=O)C1=C(CS(=O)(=O)c2ccccc2)NC(=O)NC1c1ccccc1 (stereo not drawn)	5%	6%	2%	-3	-20%	-1	8%
COc1ccc(C(=S)N2CCOCC2)cc1OC(=O)c1ccc([N+](=O)[O-])cc1[N+](=O)[O-]	46%[activator]	0%	2%	7	-1%	-10	-3%
Cn1cc(C(=O)NP(=O)(N2CCOCC2)N2CCOCC2)c2ccccc21	8%	-24%	21%	0	-11%	16	5%
O=C(c1ccc(Cl)cc1)C1CCCN(Cc2ccc(Oc3ncccn3)cc2)C1 (stereo not drawn)	-12%	0%	?	10	207%[activator]	-16	-1%
Cc1nonc1NC(=O)Nc1cccnc1	-6%	-4%	?	-2	-8%	-11	3%
CC(=O)Nc1ccc(S(=O)(=O)N2CCN=C2SCc2ccc(C)cc2)cc1	45%[activator]	-3%	53%[activator]	50*	43%	88*	-6%
CC(C)(C)c1ccccc1NC(=O)c1ccc2c(c1)SC1=NS(=O)(=O)CCN12	?	-9%	?	-2	-19%	-4	3%
COc1ccc(C(=O)C2CCCN(Cc3cn[nH]c3-c3ccccc3)C2)cc1OC (stereo not drawn)	?	4%	147%[activator]	-3	27%	-10	5%
Nc1nonc1C(=O)N1CCCCC1	-7%	0%	5%	8	-4%	-6	3%
O=S(=O)(Nc1nc2ccccc2nc1NCCO)c1cccc(Cl)c1	-3%	-3%	.	-4	-42%	-18	6%
CSCCC(NC(=O)COc1ccccc1)C(=O)N1CCCCCC1 (stereo not drawn)	?	.	-26%	.	-2%	.	-7%
Cc1nc2nc(C)c(NS(=O)(=O)c3ccc(C4CCCCC4)cc3)c(=O)n2[nH]1	16%	0%	?	-4	-27%	-8	-4%
CCC1=C2CC[C@H]3C(=O)N(c4ccccc4)C(=O)[C@H]3[C@H]2[C@@]2(C)C(=NCc3ccccc3)OC(=O)N2C1=O	?	11%	?	-5	52%	-7	0%
O=C(CN1CCN(c2ncccn2)CC1)NCc1ccccc1	-5%	8%	.	-4	-9%	-17	-8%
Cc1cc(C)c2oc(C(=O)Nc3ccc(S(=O)(=O)N4CCCC(C)C4)cc3)cc(=O)c2c1 (stereo not drawn)	8%	0%	14%	-4	-36%	-5	-2%
Cc1ccc(NC(=O)c2ccc(CSc3nnc(C)s3)cc2)c(C)c1	49%[activator]	2%	124%[activator]	43*	-4%	97*	2%
O=C(NCCO)c1nc2ccccc2s1	58%[activator]	-5%	-28%	17	-14%	37*	-12%
N#Cc1ccccc1-n1c(N)c(C(=O)N2CCCC2)sc1=S	1%	4%	3.7µM*	-2	21%	-5	-23%
NC(=O)NC(=O)COC(=O)CCCc1c[nH]c2ccccc12	3%	3%	37%[activator]	-3	-16%	-16	0%

The closing 2 compounds of the section before open the next one:
SMILES	Pf growth 48h	LmPK inhibitor	Pf growth 96h	Cycloheximide cs	AmpC inh no detg	Shiga inhibitor	TbPYK inhibitor
N#Cc1ccccc1-n1c(N)c(C(=O)N2CCCC2)sc1=S	1%	4%	3.7µM*	-2	21%	-5	-23%
NC(=O)NC(=O)COC(=O)CCCc1c[nH]c2ccccc12	3%	3%	37%[activator]	-3	-16%	-16	0%
O=C(Cc1ccc(F)cc1)N1CCN(c2ccc(F)cc2)CC1	?	4%	186%[activator]	-3	15%	-4	0%
CCOC(=O)c1[nH]c(C(=O)O)c(CCN(CC)CC)c1C	17%	-4%	.	-3	-12%	-9	-2%
CCN1C(=O)C(O)(C2COC(C)(C)CC2=O)c2cc(Br)ccc21 (stereo not drawn)	?	6%	-7%	2	-16%	-13	-5%
COc1cc(CN2CCCC(C(=O)Nc3cccc(-n4cccn4)c3)C2)ccc1F (stereo not drawn)	?	-11%	?	11	23%	-28	-2%
C=CCNC(=O)c1onc(CS(=O)(=O)c2cc(C)cc(C)c2)c1C(=O)NCC=C	?	.	?	.	16%	.	3%
Cc1[nH]nc(SCC(=O)NC2CCCC2)c1[N+](=O)[O-]	87%[activator]	-2%	?	11	-5%	25	-1%
COc1ccc(S(=O)(=O)N(C)CC(=O)O)c2ccccc12	-3%	-4%	.	-1	-23%	13	3%
Cc1ccc(NC(=O)CN(C)C(=O)c2sc3cc(Cl)ccc3c2Cl)cc1	29%	.	2%	.	-9%	.	3%
NC(=O)CSc1nccn1Cc1ccc2c(c1)OCO2	62%[activator]	4%	19%	-2	-22%	-9	-5%
Cc1ccc(C(c2sc3ncnn3c2O)N2CC(C)CC(C)C2)cc1 (stereo not drawn)	?	1%	?	-3	35%	-11	-2%
CCn1c(/C=C/N(C(C)=O)c2ccccc2)[n+](CC)c2ccc(Cl)cc21	2.1µM*	3%	38%[activator]	-5	-17%	-13	-20%
COc1ccc(N(C(=O)C2CSC(=O)C2)C(C(=O)NC(C)(C)C)c2ccncc2)cc1 (stereo not drawn)	16%	1%	405%[activator]	-4	16%	-3	-11%
Cn1nnnc1SCc1cc(=O)n2ccsc2n1	52%[activator]	-6%	.	-4	-14%	-3	0%
N/C(=N\OC(=O)COc1ccc(Cl)cc1Cl)c1ccccn1	202%[activator]	-19%	42%[activator]	35*	15%	48*	0%
COc1ccc(OC)c2sc(NC(=O)C3=COCCO3)nc12	.	-1%	33%[activator]	-1	1%	29	-2%
C=CCNC(=S)NNC(=O)c1csc(CC)c1	47%	1%	40%[activator]	8	-12%	19	-9%
COc1ccc(-c2cc(C(=O)Nc3ccccc3N3CCOCC3)c3ccccc3n2)cc1OC	?	-3%	?	8	12%	6	-2%
CCOc1ncccc1C(=O)NCc1ccccc1	1%	-7%	34%[activator]	-2	-1%	-6	.
CC(C)N(C(=O)Cn1c(Cl)nc2ccccc21)C(C)C	0%	-5%	9%	1	-7%	-16	-1%
O=C(CNC1CCCCCC1)Nc1ccccc1N1CCOCC1	-8%	-4%	17%	-2	18%	-17	14%
O=C(O)c1cc(/C=N\O)ccc1OCc1ccccc1	46%[activator]	2%	.	3	-3%	23	3%
COc1ccc2cc(C(=O)C3CCCN(C(=O)CCc4cnn(C)c4)C3)ccc2c1 (stereo not drawn)	11%	-8%	?	27*	152%[activator]	43*	-4%
COc1ccc(-c2nn(CCC#N)cc2C(=O)NCc2ccccc2)cc1OC	232%[activator]	9%	12µM*	-3	-4%	-4	0%
Cc1nn(CC(=O)NCCCN2CCCCC2)c(=O)c2cc(-c3ccccc3)nn12	17%	2%	4.1µM*	-2	-13%	-7	5%
CN(C)c1ccc(/C=C(\C#N)C(=O)c2ccccc2)cc1	6%	?	4%	14*	-26%	41	1%

Structures shown so far that have a tert-butyl group:
SMILES	Pf growth 48h	LmPK inhibitor	Pf growth 96h	Cycloheximide cs	AmpC inh no detg	Shiga inhibitor	TbPYK inhibitor
CC(C)(C)c1ccccc1NC(=O)c1ccc2c(c1)SC1=NS(=O)(=O)CCN12	?	-9%	?	-2	-19%	-4	3%
COc1ccc(N(C(=O)C2CSC(=O)C2)C(C(=O)NC(C)(C)C)c2ccncc2)cc1 (stereo not drawn)	16%	1%	405%[activator]	-4	16%	-3	-11%

(listing goes on)
SMILES	Pf growth 48h	LmPK inhibitor	Pf growth 96h	Cycloheximide cs	AmpC inh no detg	Shiga inhibitor	TbPYK inhibitor
CC(C)N(C(=O)CN(C#N)c1nc(N(C)C)nc(N(C)C)n1)c1ccccc1	-31%	3%	21%	4	1%	18	0%
COc1ccccc1CNC(=O)C1CCN(S(=O)(=O)c2ccc3c(c2)CC(C)N3C(C)=O)CC1 (stereo not drawn)	?	11%	19%	-3	61%[activator]	1	-3%
CC(C)c1ccc(-c2nc(N3CCCCCC3)nc3n[nH]c(N)c23)cc1	?	8%	-8%	-4	-20%	-24	-13%
CCc1oc(C(=O)O)cc1CN(CC)CC	13%	-1%	-3%	2	.	7	-4%
Cc1nnc(SCC(=O)NCc2ccco2)n1-c1ccccc1	.	1%	4%	-1	-4%	-7	4%
Cc1c(C(=O)N(C)C2CC(C)(C)NC(C)(C)C2)oc2c(F)cccc12	-21%	2%	?	1	0%	-6	-4%
CCOC(=O)NC(=O)CSc1nnnn1-c1ccc(Cl)cc1	7%	-6%	-13%	-1	-15%	38	-3%
CC(C)Nc1nc(NC(N)=S)nc(NC(C)C)n1	31%[activator]	-2%	-18%	-1	-34%	-12	1%
Cn1c(NCCO)nc2c(c1=O)C1(CCCCC1)Cc1ccccc1-2	.	6%	-17%	-3	173%[activator]	3	0%
COc1ccc(C2OC3=C(Nc4cc(C)c(C)cc4N3)C2=O)cc1 (stereo not drawn)	71%[activator]	-2%	89%[activator]	30*	-8%	77*	-7%
O=C(Nc1ccc(OCc2ccccc2)cc1)c1cccs1	76%[activator]	7%	137%[activator]	44*	-28%	.	-4%
O=C(COc1ccc(Br)cc1)NNC(=O)c1ccc(-n2cncn2)c([N+](=O)[O-])c1	-1%	.	-9%	.	1%	.	7%
COc1ccc(OC)c(C2C(C(C)=O)=C(O)C(=O)N2c2ccc(O)cc2)c1 (stereo not drawn)	-12%	4%	-2%	25	-18%	-21	-2%
Clc1ccc(Cn2ncc3c(N4CCCCC4)ncnc32)cc1	?	-6%	110%[activator]	11	22%	12	3%
COc1ccc(/C=C/C(=O)NCC(=O)N/N=C/c2ccc(OC)cc2)cc1	12%	-4%	?	5	-18%	8	-2%
O=C(N/N=C/c1c(O)n(-c2ccc(Cl)cn2)c(=O)c2ccccc12)c1ccncc1	-7%	-1%	-17%	0	-14%	-2	-2%
CCCn1c(SCC(=O)NNC(=O)c2ccccc2)nnc1-c1cccnc1	10%	6%	32%[activator]	-1	0%	-4	-1%
C=C(C)c1cccc(C(C)(C)NC(=O)Nc2ncccn2)c1	?	1%	8.3µM*	-3	-15%	31	1%
CCCN1C(=O)c2cc(C(=O)Nc3cccc(C(C)=O)c3)ccc2C1Nc1cccc(C(C)=O)c1 (stereo not drawn)	?	2%	?	-2	47%	17	2%
O=C(Cc1ccc(Cl)cc1)Nc1ccc(Br)cn1	61%[activator]	1%	?	36*	-29%	72*	1%
Cc1cc(C)c(OCCCON2C(=O)CCC2=O)c(Br)c1	2%	-6%	0%	1	49%	-7	1%
COc1ccc(CCN=C(N)NS(=O)(=O)c2cc(F)ccc2OC)cc1	26%	0%	11%	0	-22%	-9	7%
